Ecoli viability: counter-screen for AddAB inhibitors: E. coli growth inhibition | inhibition, % at 11.9 µM | actives 0.27% (n = 330,000) | E. coli V3065 growth, OD600 absorbance, 18 h | AID 449728;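 active = inhibition above the campaign's mean inhibition across all tested compounds plus 3 SD, cut at about 9.9% in these data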;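 note: uninfected addAB+ strain grown without phage in ampicillin broth; 0% = DMSO wells and 100% = ciprofloxacin 0.95 µg/ml wells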
CAL PDZ FP-1: inhibitors of human CAL PDZ peptide binding; purified CAL PDZ, TMR-peptide fluorescence polarization, 1 h; AID 504414; Q9HD26; actives 0.02% (n = 330,000); inhibition, % at 20 µM;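 active = highest replicate inhibition of at least 40%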;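 note: plate controls were DMSO neutral control wells for no effect and unlabeled competitor peptide control wells for full effect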
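Material: tagged CAL PDZ domain; buffer or medium: 25 mM sodium phosphate pH 7.4, 150 mM NaCl, TCEP, IgG, Thesit; compound dosing: single point, 20 µM; schedule: 1 h incubation at room temperature before polarization reading; measured by: FP readout, S and P plane fluorescence; read-out basis: percent inhibition from loss of millipolarization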
SR-BI HDL uptake: inhibitors of mouse SR-BI mediated HDL lipid uptake; ldlA[mSR-BI] CHO cells, DiI-HDL uptake fluorescence, 3 h; actives 0.96% (n = 320,000); Q61009; AID 488896; inhibition, % at 12.5 µM;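 active = mean replicate inhibition of at least 70% and a set share of replicates each scoring 70 or more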;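 note: 0% = median of neutral control wells and 100% = median of positive control wells; values of inactives mirror those of a sister screen read the other way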
Target sequence (Q61009 whole entry, looked up): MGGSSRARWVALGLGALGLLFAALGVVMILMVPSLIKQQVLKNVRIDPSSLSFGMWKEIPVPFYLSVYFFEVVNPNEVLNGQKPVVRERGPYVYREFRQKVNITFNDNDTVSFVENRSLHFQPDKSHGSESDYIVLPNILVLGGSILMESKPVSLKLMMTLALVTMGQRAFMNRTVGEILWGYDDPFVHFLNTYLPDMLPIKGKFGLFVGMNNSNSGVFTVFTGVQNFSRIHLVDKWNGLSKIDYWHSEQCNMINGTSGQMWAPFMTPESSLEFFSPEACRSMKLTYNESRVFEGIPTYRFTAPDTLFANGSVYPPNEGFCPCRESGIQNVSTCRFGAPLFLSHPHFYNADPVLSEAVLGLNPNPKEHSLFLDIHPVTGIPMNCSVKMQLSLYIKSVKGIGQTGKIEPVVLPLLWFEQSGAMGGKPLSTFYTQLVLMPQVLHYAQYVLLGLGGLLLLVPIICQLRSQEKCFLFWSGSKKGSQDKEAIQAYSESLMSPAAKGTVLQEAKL
SR-BI uptake up: activators of SR-BI mediated HDL lipid uptake; activation, % at 12.5 µM; actives 0.096% (n = 320,000); CHO ldlA[mSR-BI] cells, DiI-HDL uptake fluorescence, 3 h; 100 = double the neutral-control signal;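 active = mean replicate activation of at least 60% and every replicate at or above 60%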;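 note: 0% = median plate neutral-control signal and 100% = twice that signal; values of inactives mirror those of a sister screen read the other way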
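system = CHO ldlA[mSR-BI] cells, LDL receptor-null, SR-BI overexpressing | medium = Ham's F12 with 0.5% BSA, HEPES 25 mM, pH 7.4 | probe or stimulus = DiI-HDL 10 µg/mL | compound dosing = single-point compound dose | incubation = compound exposure 3 h, 37 °C | technique = DiI fluorescence, bottom read | read-out = cell-associated DiI fluorescence as measure of HDL uptake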
MITF TRPM1 HTS: increases MITF-driven TRPM1 promoter luciferase signal | activation, % at 12.5 µM | AID 588334 | SK-MEL-5 TRPM1-promoter luciferase, 24 h; % of positive control, neutral wells = 0 | actives 0.75% (n = 300,000);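 active = mean activation of at least 80% with every replicate also reaching 80%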;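 note: 0% = neutral control wells and 100% = parthenolide positive control wells; values of inactives mirror those of a sister screen read the other way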
CAL PDZ FP-2: blocks peptide binding to the human CAL PDZ domain | AID 602252 | Q9HD26 | purified CAL PDZ, TMR-peptide fluorescence polarization, 1 h | actives 0.92% (n = 300,000) | inhibition, % at 24.9 µM;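 active = mean inhibition of at least 30% with at least half of replicates also reaching 30%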;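 note: 0% = DMSO neutral control and 100% = excess unlabeled competitor peptide PRC23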
AddAB inh: less growth of phage-infected E. coli with AddAB. actives 0.29% (n = 330,000). inhibition, % at 11.9 µM. E. coli expressing H. pylori AddAB, absorbance growth; in the data active = inhibition above about 12%;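 note: 0% = vehicle wells of infected cells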
phage Ecoli inh: E. coli growth loss with phage present; growth absorbance; actives 0.26% (n = 360,000); inhibition, % at 11.9 µM; AID 651602; in the data active = inhibition above about 11%
Tat export inh: blocks Tat-dependent protein export in E. coli | E. coli MC4100 TorA-mCherry Tat export, fluorescence | inhibition, % at 10 µM | actives 0.036% (n = 340,000) | AID 488895;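 active = mean replicate inhibition at least 50% and at least half of replicates individually reaching 50%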;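 note: exported cargo escapes ClpAP degradation while cytoplasmic cargo is degraded and loses fluorescence; 0% = median of neutral control wells and 100% = median of NaSCN control wells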
Wnt act: Wnt/beta-catenin pathway activation. Wnt/beta-catenin reporter cell assay, activator, plate reader. activation, % at 9.35 µM. actives 1.2% (n = 300,000); in the data active = activation above about 30%, passing the limit was not always enough;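 note: 0% = neutral control wells and 100% = positive control wells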
* marks the source's active call; other numbers are inactive results; / = not tested or not shown.

Each structure is followed by: Ecoli viability	CAL PDZ FP-1	SR-BI HDL uptake	SR-BI uptake up	MITF TRPM1 HTS	CAL PDZ FP-2	AddAB inh	phage Ecoli inh	Tat export inh	Wnt act
1) COc1ccc(CNC(=O)CN(C(=O)c2csnn2)c2cccc3c2CCCC3)cc1
 : -1.1	-3.5	75.8*	-75.8	-4.8	-2.8	-0.1	-0.4	-5.0	-10.7
2) COc1ccc(CN(C)CC(=O)NC(=O)NC2CCCCC2)cc1
 : -1.9	-0.1	-1.1	1.1	5.4	/	-1.1	1.6	2.5	-1.4
3) N#Cc1c(SCC(=O)Nc2nc3ccccc3s2)sc2c(O)cc(=O)[nH]c12
 : -0.9	-3.3	4.7	-4.7	-6.3	-10.0	-1.3	0.6	13.1	12.9
4) CC(=O)Nc1cc2c(cc1NC(=O)c1cnccn1)OCCO2
 : -2.4	-1.2	11.3	-11.3	-5.2	-3.1	1.4	3.8	-9.3	4.7
5) C=CCOC(=O)C(=O)/C=C/c1csc2ccccc12
 : -3.4	-0.5	-14.2	14.2	-13.7	-4.0	2.6	0.9	-4.8	-1.7
6) O=C(OCC(=O)N1CCC(Cc2ccccc2)CC1)c1cc(Br)ccc1O
 : 0.7	0.8	15.4	-15.5	-5.4	-1.4	0.8	1.8	-1.4	-2.3
7) COc1ccc(N(C(=O)c2ccn[nH]2)C(C(=O)NC(C)(C)C)c2ccc(F)cc2)cc1 (centres undefined)
 : -0.5	0.4	5.8	-5.8	2.0	0.2	1.1	-0.3	12.8	-6.3
8) COc1ccc(N2CCN(CCCNC(=O)CC3Oc4ccc(C)cc4NC3=O)CC2)cc1 (centres undefined)
 : -0.2	0.9	23.0	-23.0	-2.6	/	2.5	3.9	4.6	-1.3
9) CC1CCCC(NC(=O)c2n[nH]c(=O)c3ccccc23)C1C (centres undefined)
 : -1.1	/	7.6	-7.6	53.3	-3.0	0.8	1.1	5.5	6.3
10) CCCOc1nc2c(c(=O)n(C)c(=O)n2C)n1Cc1cccc2ccccc12
 : -3.8	-3.5	-3.2	3.2	-0.3	-1.7	-0.8	2.0	-2.6	/
11) Cc1noc(C)c1COc1cccc(C(=O)Nc2ccc(Br)cc2F)c1
 : 1.8	-2.4	56.1	-56.1	-3.6	-3.6	3.0	4.0	-0.2	0.5
12) Cc1ccc(NC(=O)CCS(=O)(=O)c2ccc(Br)cc2)nc1
 : -0.7	1.9	4.7	-4.7	-5.0	-1.0	-1.0	2.5	-5.3	-1.8
13) O=C1C2CCCN2C(c2ccc(F)cc2)N1c1ccc(Cl)cc1 (centres undefined)
 : 3.4	-1.3	-16.0	16.0	-10.2	-0.1	3.8	0.9	2.5	-0.9
14) CCCc1cc(=O)n2[nH]c(SCc3ccc(Cl)cc3)nc2n1
 : 1.4	0.1	-10.6	10.7	5.8	-1.2	-0.1	3.7	3.0	1.0
15) CC(C)NC(=O)c1ccc(-c2cc(C(F)(F)F)ccc2Cl)o1
 : 1.6	-2.1	21.1	-21.1	5.6	/	0.4	0.9	-1.5	/
16) Cc1c(C(=O)Nc2ccc(F)cc2)cn2c(nc3ccccc32)c1C#N
 : 1.0	-0.1	0.8	-0.8	4.9	-3.2	-0.7	-0.3	-0.9	-7.0
17) O=C(OCc1cccs1)c1ccccc1NS(=O)(=O)c1ccc2c(c1)OCCO2
 : -0.7	0.7	4.0	-4.0	-0.5	-1.8	-2.4	4.0	0.2	-0.6
18) Cc1cc(NC(=O)CSc2nc(C3CCCCC3)nc3ccccc23)no1
 : -1.9	-1.4	32.1	-32.1	-0.1	0.2	-0.3	1.7	-3.5	/
19) Cc1ccc(S(=O)(=O)N(C)CC(=O)N2CCCC2)cc1
 : -0.8	/	10.6	-10.6	-2.4	-1.6	-0.1	2.3	-3.2	/
20) CCOc1cc(C2C(C#N)=C(N)Oc3n[nH]c(CC)c32)ccc1OCCN1CCOCC1 (centres undefined)
 : -2.5	-3.9	30.2	-30.2	-5.9	-3.1	1.4	-1.0	-0.3	/

Further results.
Each structure is followed by: Ecoli viability	CAL PDZ FP-1	SR-BI HDL uptake	SR-BI uptake up	MITF TRPM1 HTS	CAL PDZ FP-2	AddAB inh	phage Ecoli inh	Tat export inh	Wnt act
21) COc1ccc(NS(=O)(=O)c2cccc(NC(=O)C3=NN(c4ccccc4)C(=O)CC3)c2)cc1
 : -0.4	-0.9	54.1	-54.1	-2.6	-3.3	3.2	2.7	0.9	-0.3
22) COc1cc(Cl)c(C)cc1NC(=O)c1cc(S(=O)(=O)N(C)C)ccc1N1CCCC1
 : 1.4	-0.7	16.6	-16.6	-6.9	-3.5	2.8	0.9	-1.5	/
23) COc1ccccc1CNC(=O)C(C)n1nc(C)n2c(cc3occc32)c1=O (centres undefined)
 : 0.9	-1.1	3.8	-3.9	-0.4	7.6	2.9	2.0	-0.9	5.3
24) Cn1cccc1CC(=O)N/N=C/c1ccc(C(C)(C)C)cc1
 : 0.4	0.2	25.3	-25.3	55.7	-1.9	1.8	0.8	-1.7	18.9
25) Cc1c(NC(=O)CN2CCN(C(c3ccccc3)c3ccccc3)CC2)c(=O)n(-c2ccccc2)n1C
 : 1.4	-1.1	-20.3	20.3	-5.2	1.9	1.9	4.3	0.1	/
26) Cc1ncoc1C(=O)NC1CC(C)(C)Cc2c1cnn2-c1ccc(F)cc1 (centres undefined)
 : -0.2	-2.2	7.5	-7.5	4.2	-1.6	1.9	-0.9	-4.8	0.2
27) CCCCCOc1ccc(C(O)C(CN2CCOCC2)c2ccccc2)cc1 (centres undefined)
 : /	0.2	-15.9	15.9	/	-2.6	/	0.5	3.7	-3.2
28) CCCCN(Cc1cc2cc(OC)ccc2[nH]c1=O)S(=O)(=O)c1ccc(C)cc1
 : -1.4	-0.5	13.5	-13.5	0.4	/	4.2	3.2	9.6	-4.7
29) Cc1nccn1Cc1cccc2ccccc12
 : 2.0	-1.3	4.5	-4.5	-0.2	-1.0	2.6	3.8	-9.4	-0.3
30) COc1ccc(N(CC(=O)Nc2ccccc2OC)S(=O)(=O)c2ccc(NC(C)=O)cc2)cc1
 : 1.4	0.6	24.5	-24.5	/	-3.7	-0.1	-1.1	-6.1	-1.6
31) COCC(C)n1c(C)cc(C(=O)CSc2nnc(Nc3ccccc3F)s2)c1C (centres undefined)
 : 0.3	-0.9	63.6	-63.6	4.4	-5.0	1.4	1.0	2.4	/
32) CCC(c1nnc(SCC(=O)NCCc2ccc(OC)c(OC)c2)n1Cc1ccccc1)N(C)C (centres undefined)
 : -0.3	-1.4	-4.1	4.1	-1.6	-2.9	1.1	5.1	5.7	0.1
33) [O-][N+]1=c2ccc(Nc3ccccc3)cc2=NC12CCCCC2
 : 0.0	-0.1	3.3	-3.3	-60.7	1.6	0.4	4.3	-2.1	6.5
34) CC1=C(C)CC(C(=O)Nc2nc(-c3ccc(C)cc3C)c(C)s2)C(C(=O)O)C1 (centres undefined)
 : -1.2	-0.6	-10.9	10.9	4.8	11.4	5.0	0.5	2.6	-0.3
35) CC(=O)Nc1ccc(S(=O)(=O)N2CCN(Cc3csc(C)n3)CC2)cc1
 : -1.8	-0.1	-15.5	15.5	7.0	-1.6	2.0	-0.2	-6.1	3.9
36) Cc1cc(C)cc(OCC(=O)OCC(=O)Nc2cc(S(=O)(=O)N3CCOCC3)ccc2C)c1
 : -0.9	-0.3	-8.7	8.7	-11.1	-0.6	-0.8	2.5	4.4	-2.4
37) COc1ccc(C(=O)NCCc2cc3c(OC)ccc(OC)c3[nH]c2=O)cc1OC
 : -1.6	-3.8	11.1	-11.1	7.1	-2.1	2.8	4.6	-1.4	-1.7
38) CCN(CC)C1CCN(C(=O)CCc2nnc(CCc3ccccc3)o2)C1 (centres undefined)
 : -1.1	0.4	/	/	1.3	4.0	-0.8	-0.3	-2.9	-3.4
39) Cc1noc(C)c1S(=O)(=O)Nc1ccccc1Cl
 : 0.3	-3.0	-2.4	2.4	5.1	-3.5	-0.2	6.0	3.2	0.7
40) CCCOc1ccccc1Nc1nnc(C)c(=O)[nH]1
 : -0.2	0.3	1.4	-1.4	-2.5	/	4.1	2.2	-1.8	/

Next entries follow:
Each structure is followed by: Ecoli viability	CAL PDZ FP-1	SR-BI HDL uptake	SR-BI uptake up	MITF TRPM1 HTS	CAL PDZ FP-2	AddAB inh	phage Ecoli inh	Tat export inh	Wnt act
41) COc1ccc(C(=O)c2ccccc2)cc1Br
 : -1.6	-0.6	-9.5	9.5	/	-4.7	1.3	3.0	1.6	/
42) CC(C)(C)NC(=O)N1CCCC(C(=O)c2cccc(Cl)c2)C1 (centres undefined)
 : -1.6	-3.0	0.2	-0.2	-11.5	-5.7	-0.1	3.5	0.6	12.2
43) Cc1cccc(NC(=O)c2cc(NC(=O)c3ccccc3)ccc2N2CCCCC2)c1
 : 2.8	1.4	63.0	-63.0	/	-5.5	1.8	0.8	6.7	2.2
44) COc1cc(-c2cc(C(=O)Nc3cc(S(=O)(=O)N4CCOCC4)ccc3O)c3ccccc3n2)cc(OC)c1OC
 : 0.3	-0.8	66.8	-66.8	-0.9	-3.2	-0.3	3.1	-3.8	26.6
45) O=C(NCc1ccco1)C1CCCN(S(=O)(=O)c2ccc(-n3cnnn3)cc2)C1 (centres undefined)
 : 0.7	-0.6	-24.4	24.4	-8.0	3.3	1.7	1.6	-4.7	-3.8
46) COC(=O)c1ccccc1S(=O)(=O)NNC(=O)Nc1ccccc1
 : -2.6	-0.5	1.4	-1.4	-8.8	-1.0	0.9	2.2	-3.0	-0.5
47) Nc1ccc(-c2nc3ccc(N)cc3s2)cc1
 : -3.4	1.8	2.1	-2.1	3.0	-2.5	-0.2	4.4	-7.9	25.6
48) Cc1ccc(C(=O)NCC(c2ccco2)N2CCc3ccccc3C2)cc1 (centres undefined)
 : 0.5	-0.4	-28.1	28.1	-0.4	-4.0	-2.6	1.2	-0.8	15.8
49) CCOC(=O)c1[nH]c2cc3c(cc2c1NC(=O)CN1CCC2(CC1)OCCO2)OCO3
 : -1.7	-0.6	-19.3	19.3	1.1	1.2	-0.6	2.5	-9.9	0.3
50) CCC(=O)NC(=S)Nc1ccc(N2CCN(C(=O)c3ccc(Cl)cc3)CC2)cc1
 : 3.4	-2.1	56.0	-56.0	5.1	/	1.5	2.4	-4.6	0.7
51) COc1ccc(C(=O)N/C(=C/c2ccc(Cl)cc2)C(=O)Nc2ccc(C(=O)O)cc2)cc1
 : /	-4.2	-7.4	7.4	6.8	-3.6	/	-0.1	0.2	0.5

Assay outcomes: PubChem, several laboratories

Rows are unselected. Share with any hit: about 3.6%.
